# Compound activity (PubChem)
# TAAR1 antag: antagonists of human TAAR1 | 360,000 compounds, 1.5% hits | inhibition, % at 3 µM | CHO RD-HGA16 TAAR1, Fluo-8 calcium fluorescence, antagonist | Q96RJ0;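 active = inhibition above a per-plate cutoff, the mean inhibition of test compounds on that plate plus 3 SD, cut at about 49% in these data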;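 also: 0% = DMSO plus EC80 beta-PEA response and 100% = DMSO alone without agonist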
#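 Test system: CHO RD-HGA16 cells bearing hTAAR1 | Reagent: β-PEA, EC80 | Compound dosing: 3 µM, single point | Schedule: Dye loading 75 min at 37 °C, then 30 min room temperature | Signal: Calcium fluorescence with Fluo-8 | Evaluation: Percent inhibition of PEA-evoked calcium signal, max/basal emission ratio | Control set: DMSO-only wells and EC80 β-PEA-stimulated wells | Repeats: Singlicate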
# M1 ag: activates human CHRM1 receptor | activation, % at 3 µM | CHO-K1 hM1, Fluo-8 calcium fluorescence, agonist mode; 0% DMSO, 100% acetylcholine EC100 | 360,000 compounds, 0.33% hits;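 active = activation above the run's mean compound activation plus 3 SD, cut at about 16% in these data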;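 also: peak over basal fluorescence ratio within a 140 s kinetic read after compound addition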
# Target sequence (P11229 whole entry, looked up): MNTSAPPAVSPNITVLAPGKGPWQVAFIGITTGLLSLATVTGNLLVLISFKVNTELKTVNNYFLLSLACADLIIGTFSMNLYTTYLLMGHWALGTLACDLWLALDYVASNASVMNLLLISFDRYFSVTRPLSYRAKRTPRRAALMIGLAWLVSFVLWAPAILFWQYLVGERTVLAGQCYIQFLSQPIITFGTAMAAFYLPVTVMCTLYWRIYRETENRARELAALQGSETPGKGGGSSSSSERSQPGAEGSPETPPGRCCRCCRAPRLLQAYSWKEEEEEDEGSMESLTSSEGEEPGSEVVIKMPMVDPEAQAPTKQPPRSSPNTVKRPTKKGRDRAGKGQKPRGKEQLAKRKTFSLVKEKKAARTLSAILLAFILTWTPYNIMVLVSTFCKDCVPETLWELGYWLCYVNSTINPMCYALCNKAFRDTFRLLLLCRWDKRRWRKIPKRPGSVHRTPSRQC
# TAAR1 agonist: human TAAR1 agonism; CHO RD-HGA16 TAAR1, Fluo-8 calcium fluorescence; vehicle wells 0%, saturating PEA agonist 100%; activation, % at 3 µM; 360,000 compounds, 0.99% hits; AID 624467;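 active = activation above the mean activation of all test compounds in the run plus 3 SD, cut at about 38% in these data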
#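 Assay system: CHO-derived RD-HGA16 cells with stable Gα16 and human TAAR1; timing: 17-24 h seeding, 75 min 37 °C dye, 30 min RT; read-out: % activation from peak over basal fluorescence ratio, DMSO-to-PEA scaled; measured by: kinetic Fluo-8 calcium fluorescence; benchmarks: low control DMSO, high control PEA (EC100); doses: 3 µM single concentration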
# OXTR potentiate: potentiators of human oxytocin receptor; P30559; CHO-OTR cells, Fluo-8 calcium fluorescence, potentiator mode; 0% = oxytocin EC15, 100% = EC100; activation, % at 3 µM; 320,000 compounds, 0.061% hits; AID 2445;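 active = activation above that plate's cutoff, the mean activation of tested compounds plus 3 SD, cut at about 6.6% in these data, passing the limit was not always enough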;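 also: 100% uses oxytocin at 75 nM as the full agonist control; some results filed as inactive read as strong as hits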
# Target sequence (P30559 whole entry, looked up): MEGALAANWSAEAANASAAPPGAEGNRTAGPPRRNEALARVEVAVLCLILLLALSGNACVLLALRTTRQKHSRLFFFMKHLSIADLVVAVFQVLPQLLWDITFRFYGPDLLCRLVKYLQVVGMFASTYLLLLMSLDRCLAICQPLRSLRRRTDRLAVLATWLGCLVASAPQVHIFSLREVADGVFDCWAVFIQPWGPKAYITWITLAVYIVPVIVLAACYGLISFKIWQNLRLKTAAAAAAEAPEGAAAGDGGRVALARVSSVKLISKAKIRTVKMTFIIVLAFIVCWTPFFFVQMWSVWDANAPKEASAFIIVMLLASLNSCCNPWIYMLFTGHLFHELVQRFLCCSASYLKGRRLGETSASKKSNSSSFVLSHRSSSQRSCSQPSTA
#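 Dosing: Single dose, 3.0 µM nominal final compound concentration | Material: Human OTR in CHO cells | Technique: Kinetic Fluo-8 calcium fluorescence | Benchmarks: EC15 oxytocin alone as 0%, 75 nM oxytocin as 100% | Probe or stimulus: Oxytocin at about EC15, sub-maximal agonist stimulus | Incubation: Compound 6 min at room temperature before oxytocin, 100 s read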
# CHO-K1 Ca PAM: counter-screen for M1 PAMs: effect in parental CHO-K1 cells; ATP EC20, Fluo-8 calcium fluorescence; 0% at ATP EC20, 100% at ATP max; activation, % at 3 µM; 360,000 compounds, 0.02% hits; AID 602247;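 active = activation above the run cutoff, the mean activation of all test compounds plus 3 SD, cut at about 40% in these data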;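 also: peak over basal fluorescence ratio in a 140 s read after ATP addition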
# CHO-K1 Ca antag: M1 antagonist counterscreen hit in parental CHO-K1 cells; ATP-induced calcium, Fluo-8 fluorescence; inhibition, % at 3 µM; 360,000 compounds, 0.6% hits; AID 602250;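 active = inhibition above a per-plate cutoff, the plate's mean sample inhibition plus 3 SD, cut at about 24% in these data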;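 also: 0% = DMSO plus EC80 ATP and 100% = DMSO alone without ATP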
# CHO parental Ca: counter-screen for OX1R antagonists: effect in parental CHO cells; parental CHO-K1, ATP-induced calcium, Fluo-8 fluorescence; inhibition, % at 5.6 µM; 330,000 compounds, 0.63% hits; AID 463079;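 active = inhibition above that plate's mean sample inhibition plus 3 SD, cut at about 26% in these data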;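 also: 0% = ATP-challenged DMSO wells and 100% = DMSO wells without ATP; some compounds past the cut are filed as inactive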
#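 material = parental CHO cells | also added = ATP as calcium-mobilizing challenge | dosing = single point at 5.6 µM | detection = intracellular calcium via Fluo-8 no-wash fluorescent dye | read-out = % inhibition | benchmarks = low control ATP plus DMSO, high control DMSO only | repeats = one well per compound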
# CHO-K1 Ca ag: nonselective activator or artifact in parental CHO-K1 cells; Fluo-8 calcium fluorescence; scaled to maximal ATP response, vehicle zero; activation, % at 3 µM; 360,000 compounds, 0.48% hits; AID 602248; in the data active = activation above about 15%;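 also: untransfected CHO-K1 host cells lacking M1 receptor as counterscreen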
# CHRM1 antagonist: antagonists of human M1 muscarinic receptor. P11229. CHO-K1 hM1, Fluo-8 calcium fluorescence, ACh EC80 antagonist. inhibition, % at 3 µM. 360,000 compounds, 1.3% hits. AID 588852;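 active = percent inhibition above its own plate's cutoff, namely the mean of that plate's compound wells plus 3 SD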;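 also: peak over basal fluorescence ratio during 140 s after agonist addition; 0% = ACh EC80 plus DMSO and 100% = DMSO alone without agonist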
# The depositor's hits bear a star; · = no result given. Rows are unselected; about 4.2% have a hit in one of these screens.
SMILES,TAAR1 antag,M1 ag,TAAR1 agonist,OXTR potentiate,CHO-K1 Ca PAM,CHO-K1 Ca antag,CHO parental Ca,CHO-K1 Ca ag,CHRM1 antagonist
CCc1ccc2nc3c(c(C(=O)O)c2c1)CCC3,3,-6,14,-3,18,-10,-3,0.2,-5
N#CCCNS(=O)(=O)c1ccc(C(=O)OCC(=O)Nc2ccc3c(c2)OCO3)cc1,0,-5,12,-5,-16,4,-6,0.1,1
Cc1ccc(NC(=O)c2cc(-c3cccs3)nc3ccccc23)nc1,53*,-3,10,-6,-8,6,-25,4.4,28
COC(=O)c1cc2occc2n1Cc1cccc(C)c1,2,-9,19,-1,8,7,-10,-0.3,2
C=CCNC(=S)NNC(=O)c1cc(O)ccc1O,6,-9,1,1,10,-10,-10,0.1,-2
CC1=C(C(=O)N2CCCCCC2)CC(CC(=O)NC2CCCC2)C(=O)N1Cc1ccc(F)cc1 (stereo not given),-9,·,1,·,18,-17,·,0.9,·
COC(=O)c1ccccc1OS(=O)(=O)N(C)C,5,-3,1,-9,6,5,-10,0.1,-4
Cc1ccc2c(Cn3cc(C(F)(F)F)cc(Cl)c3=O)cc(=O)oc2c1,-15,·,4,5,·,·,-7,·,·
CN1CCN(S(=O)(=O)c2ccc(C(=O)Nc3ccccc3)cc2)CC1,-19,-7,3,7,23,-15,-6,1.7,-8
Cc1ccc(S(=O)(=O)N2CCCCC2)cc1NC(=O)c1ccncc1,13,-1,2,·,11,-2,·,2.1,-11
CCN(CC)CCCn1c2c(c(SCC(=O)Nc3nc(C)cs3)nc1=O)CCC2,1,-8,0,-2,4,-2,6,0.5,4
O=C(Nc1ccc(N2CCN(C(=O)c3ccccc3)CC2)cc1)c1cccnc1,-3,0,4,-5,3,7,-4,0.9,-13
Cc1ccc(S(=O)(=O)N2CCC(N3CCC(C)CC3)CC2)cc1,-6,-7,0,-7,13,-8,-4,0.4,-5
CCN(CC)c1ccc(S(=O)(=O)N2CCOCC2)cc1NC(=O)CNCc1cccc(Cl)c1,9,-3,1,·,-3,-9,·,0.5,-7
O=C(O)c1cc(-c2ccc(/C=C3/SC(=S)N(Cc4ccccc4)C3=O)o2)ccc1Cl,-4,-4,22,·,12,-2,·,1.6,2
COc1ccc(CNC(=O)Nc2ccc(C)cc2)cc1,1,-5,-1,-15,20,-5,37*,0.7,-14
O=C(Nc1oc2ccccc2c(=O)c1-c1ccc2c(c1)OCO2)c1ccco1,-16,9,2,·,-8,-3,·,1.1,-15
Cc1ccc(NC(=O)C2CCCC2)cc1Cl,-8,-5,-2,-7,4,-9,-2,1.3,-13
CCN(C[C@H]1N[C@@](CC)(C(=O)OC)[C@H]2C(=O)N(Cc3ccccc3)C(=O)[C@@H]12)S(=O)(=O)c1ccc(F)cc1,26,-5,4,-5,0,-4,-16,2.2,-6
CCOc1ccc(CCNC(=O)CN2C(=O)NC(CCSC)C2=O)cc1OCC (stereo not given),-3,-3,7,-10,24,-12,-8,0.2,-6
CCn1cc(C(=O)NCCCN(C)C)c(=O)c2cc(F)c(N3CCN(C)CC3)cc21,-1,-5,14,-8,20,-5,2,0.5,-23
Cc1nn(CCCC(=O)NC(C)c2ccccc2)c(=O)c2nn(-c3ccccc3)c(C)c12 (stereo not given),-16,-6,2,-4,-5,-12,-25,-0.7,-10
CC(Sc1nnc(-c2ccco2)n1N)C(=O)NCc1ccc2c(c1)OCO2 (stereo not given),-20,-4,0,·,14,-5,·,0.8,-5
CCCc1cc(C(N)=O)c(NC(C)=O)s1,17,-3,10,-5,-4,-22,-4,-1.0,-1
Cc1sc2ncn(CC(=O)NCCCC(=O)Nc3ccc(C(C)C)cc3)c(=O)c2c1C,-21,0,-2,4,12,-14,-17,1.2,7

# Next section:
SMILES,TAAR1 antag,M1 ag,TAAR1 agonist,OXTR potentiate,CHO-K1 Ca PAM,CHO-K1 Ca antag,CHO parental Ca,CHO-K1 Ca ag,CHRM1 antagonist
CC(C)NC(=O)C1CCN(Cc2cnn(-c3ccccc3)c2-n2cccc2)CC1,-4,-4,0,-3,11,-12,-4,0.2,-4
CCC1CCCCN1CCCNC(=O)c1cn(CC)c2ccc(S(=O)(=O)N(C)C3CCCCC3)cc2c1=O (stereo not given),-37,-6,1,-5,7,-7,-35,-0.5,24
CCOc1ccc(S(=O)(=O)Nc2ccccc2C(=O)Nc2ccccc2N2CCOCC2)cc1,-9,-6,0,-4,9,-6,0,-0.1,-9
CCc1ccccc1NC(=O)CCS(=O)(=O)c1ccc(Br)cc1,-6,-3,2,-13,10,8,-25,12,-9
CC(C)(C)NS(=O)(=O)c1ccc(Oc2ncc(C(F)(F)F)cc2Cl)cc1,-7,-4,7,-23,15,-12,-5,1.0,1
CCCCc1ccc(NC(=S)NN2CCOCC2)cc1,-5,-6,1,-3,14,-5,-19,0.3,-5
COC(=O)c1scc(C)c1NS(=O)(=O)c1ccc(NC(C)=O)cc1,1,-1,3,-3,15,-6,-4,0.8,5
Cc1ccc(-c2nn(C)c(=O)c3ccccc23)cc1CNC(=O)NC1CCCCC1,-4,-2,3,4,5,5,-24,6.4,1
O=C(NCCCN1CCCC1=O)[C@H](CSCc1ccccc1)N1Cc2ccccc2C1=O,-9,-4,2,-5,1,-4,-8,-0.2,-20
CC(C)c1nc2ccc(NC(=O)C3CCCCC3)cc2[nH]1,17,-3,3,-6,6,3,-2,0.1,-15
COc1cc(NC(=S)NCC2CCCO2)c(OC)cc1Cl (stereo not given),4,-6,2,8,-10,23,-4,-0.1,9
Cc1noc(C)c1C(=O)OCC(=O)Nc1ccccc1SCC#N,12,2,25,1,13,-5,-5,2.3,4
O=C(CN1C(=O)NC2(CCCCCCC2)C1=O)NCc1ccc(Cl)cc1,-40,-2,5,-7,32,-26,-19,2.4,-4
CCC(=O)N/C(=N/c1nc(C)cc(C)n1)Nc1ccc(OC)cc1,-3,0,6,-3,2,-12,-17,0.4,-23
O=CN1CCN(C(=O)c2cc3cc(Cl)ccc3[nH]2)CC1,9,-2,2,-13,13,-5,8,0.7,-10
O=C(Nc1cc2c(cc1Cl)OCCCO2)c1ccccc1,16,-1,1,-6,-8,9,-6,0.0,7
Cc1ccc(C2(C)NC(=O)N(CC(=O)Nc3ccc(S(=O)(=O)Nc4nccs4)cc3)C2=O)cc1 (stereo not given),-1,1,2,-6,-4,-10,-3,0.8,-17
Cc1c(O)c(CN(C)C)cc2c1oc(=O)c1ccccc12,-31,-4,5,0,15,4,-17,10,-5
Cc1ccc([N+](=O)[O-])c2c1C(N1CC(C)OC(C)C1)C(C)(C)O2 (stereo not given),-4,-10,-1,0,13,-5,-21,-0.4,-5
COC(=O)[C@H](Cc1ccccc1)N1C/C=C\COc2c(Cl)cc(Cl)cc2S1(=O)=O,1,-4,1,·,12,-20,-12,0.2,-6
CCOC(=O)C1=C(C)N=C2SC(CC)C(=O)N2C1c1cccc(F)c1 (stereo not given),-20,-5,-1,7,20,-2,-26,0.0,-13
COc1ccc(CCN2C(=O)CS/C2=N\NC(=O)c2ccc(C(C)(C)C)cc2)cc1OC,4,-6,4,-5,12,1,-20,3.3,-3
Cc1ccc(NC(=O)CCNS(=O)(=O)c2ccc3[nH]c(=O)oc3c2)c(C)c1,-1,-2,0,-6,12,-7,-10,0.3,-6
O=C(NCc1cccnc1)c1cccc(S(=O)(=O)Nc2ccc(F)cc2)c1,11,-1,3,·,12,3,·,1.3,3
CCCCNC(=O)C1CCN(Cc2ccc(OCc3ccccc3)c(OC)c2)CC1,-23,-10,5,-11,6,-5,-20,-0.1,-4

# Some of these compounds in order of molecular weight, lowest first:
SMILES,TAAR1 antag,M1 ag,TAAR1 agonist,OXTR potentiate,CHO-K1 Ca PAM,CHO-K1 Ca antag,CHO parental Ca,CHO-K1 Ca ag,CHRM1 antagonist
COc1ccc(CNC(=O)Nc2ccc(C)cc2)cc1,1,-5,-1,-15,20,-5,37*,0.7,-14
CCn1cc(C(=O)NCCCN(C)C)c(=O)c2cc(F)c(N3CCN(C)CC3)cc21,-1,-5,14,-8,20,-5,2,0.5,-23
O=C(NCCCN1CCCC1=O)[C@H](CSCc1ccccc1)N1Cc2ccccc2C1=O,-9,-4,2,-5,1,-4,-8,-0.2,-20

# (more compounds)
SMILES,TAAR1 antag,M1 ag,TAAR1 agonist,OXTR potentiate,CHO-K1 Ca PAM,CHO-K1 Ca antag,CHO parental Ca,CHO-K1 Ca ag,CHRM1 antagonist
Cc1ccc(C)c(NC(=S)NCc2ccccc2)c1,-2,-8,2,8,2,-8,-11,0.3,-4
O=C(O)C1CCCCC1C(=O)Nc1ccccc1Nc1ccccc1 (stereo not given),-15,-5,-2,-10,21,-12,-21,1.0,-5
CC(=O)N1N=C(c2ccc3nccnc3c2)CC1c1ccccc1 (stereo not given),2,-5,9,-4,12,-8,-16,1.1,-8
COc1cc(/C=C2/NC(=O)NC2=O)cc(Br)c1OCc1ccccc1,12,0,5,-9,1,-11,-3,-0.1,-6
COc1ccc(OC)c(N/C(C)=C/C(=O)c2ccc(Br)cc2)c1,-29,-5,-2,-7,11,-15,-21,0.6,1
O=C(NCC12CC3CC(C1)CC(CNC(=O)N1CCCC1)(C3)C2)N1CCCC1,1,-7,0,-3,14,-19,-4,-0.3,-2

# Reformatted with two lines to a compound: entries from further up.
# The line under a structure holds: TAAR1 antag	M1 ag	TAAR1 agonist	OXTR potentiate	CHO-K1 Ca PAM	CHO-K1 Ca antag	CHO parental Ca	CHO-K1 Ca ag	CHRM1 antagonist
- COc1cc(/C=C2/NC(=O)NC2=O)cc(Br)c1OCc1ccccc1
  12	0	5	-9	1	-11	-3	-0.1	-6
- CC(=O)N1N=C(c2ccc3nccnc3c2)CC1c1ccccc1 (stereo not given)
  2	-5	9	-4	12	-8	-16	1.1	-8
- Cc1ccc(C)c(NC(=S)NCc2ccccc2)c1
  -2	-8	2	8	2	-8	-11	0.3	-4
- O=C(O)C1CCCCC1C(=O)Nc1ccccc1Nc1ccccc1 (stereo not given)
  -15	-5	-2	-10	21	-12	-21	1.0	-5
- COc1ccc(OC)c(N/C(C)=C/C(=O)c2ccc(Br)cc2)c1
  -29	-5	-2	-7	11	-15	-21	0.6	1
